H9c2 TAG inh – inhibitors of triacylglycerol accumulation, primary screen, cell-based, uHTS, fluorescence, H9c2. H9c2 cells, Nile Red lipid (TAG) fluorescence; cells loaded with 200 µM oleic acid. inhibition, % at 12.5 µM. hit rate 0.66% among 230,000. AID 651582, 2012;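 active = pattern-corrected inhibition of lipid staining of at least 50% with the nuclear-stain viability signal not falling by more than 50%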;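 note: 0% = DMSO wells and 100% = triacsin C control wells; some results filed as inactive read as strong as hits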
H9c2 TAG inh DAPI viability – second read-out of H9c2 TAG inh, no call of its own (marks repeat the call); DAPI nuclei signal change (viability), lower = more cytotoxic, %;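 whole-well DAPI fluorescence read on a plate reader as a viability signal; minus 50 percent equals half of cells still viable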
Active calls of the source: *. Some of the compounds tested. The share of hits here may be higher or lower than overall.

SMILES	H9c2 TAG inh	H9c2 TAG inh DAPI viability
COc1ccc2nc(SC(C)C(=O)NC3CCCCC3)[nH]c2c1 (configuration not stated)	4	-2
CCOC(=O)C1(CC2CC2)CCN(C(=O)c2ocnc2C)CC1	3	14
CC1(C)C(=O)Nc2ccccc2N1C(=O)COC(=O)c1cc(S(C)(=O)=O)ccc1Cl	2	6
Cc1ccc(S(=O)(=O)N(CCC(=O)NCc2ccc(S(N)(=O)=O)cc2)c2ccccc2)cc1	12	1
COc1cccc(/C=C2\SC(=S)N(CCC(=O)N3CCCCC3)C2=O)c1	3	-3
Cc1occc1C(=O)Nc1cccc(S(=O)(=O)N2CCOCC2)c1	-12	8
O=C(COC(=O)CNC(=O)c1ccccc1F)NCC(F)(F)F	-13	11
O=C(O)c1ccc(N=NN2CCCC2)cc1	6	3
O=C(O)c1cc(N/N=C/c2ccc(N3CCOCC3)cc2)ccc1Cl	-4	-10
O=C(Nc1sc2c(c1C(=O)O)CCCC2)c1ccc(F)cc1	6	-5
O=C(Cn1cc2c(n1)CCCC2)N1CCCC1	2	1
CCN(CCO)C(=O)c1ccc2nc(Cc3cccc(Cl)c3)oc2c1	-5	-7

Some of these compounds in order of number of heavy atoms, ascending:
SMILES	H9c2 TAG inh	H9c2 TAG inh DAPI viability
O=C(Cn1cc2c(n1)CCCC2)N1CCCC1	2	1
O=C(COC(=O)CNC(=O)c1ccccc1F)NCC(F)(F)F	-13	11
CCN(CCO)C(=O)c1ccc2nc(Cc3cccc(Cl)c3)oc2c1	-5	-7

(continued)
SMILES	H9c2 TAG inh	H9c2 TAG inh DAPI viability
C[C@@H]1CN([C@H](C)CO)S(=O)(=O)c2ccc(C#Cc3ccccc3)cc2O[C@@H]1CN(C)C(=O)CN(C)C	10	11
O=C(NC(=S)N1CCCC1)c1ccc(Cl)cc1	-15	3
COCC1CCN(C(=O)c2cc(COc3ccc(OC)cc3Cl)on2)C1 (configuration not stated)	-2	-3
Cc1cc(SCC(=O)Nc2cccc(S(=O)(=O)NC3=NCCCCC3)c2)nc2ccccc12	-11	-3
COc1ccc(S(=O)(=O)NC(=O)C2(C)CCN2C(=O)COc2ccc(Cl)cc2)cc1 (configuration not stated)	-2	0
Cc1cc(C)c(C)c(S(=O)(=O)N2CCC(C(=O)NCCCN3CCOCC3)CC2)c1C	-9	0
O=C(Nc1ccc(F)cc1)N(CCCN1CCOCC1)Cc1cc2cc3c(cc2[nH]c1=O)OCO3	-9	5
CC(C)(C)c1ccc(C(=O)NCC(=O)OCN2C(=O)c3ccccc3C2=O)cc1	-9	1
COc1ccccc1CNC(=O)c1ccc(OCC2CCCO2)cc1 (configuration not stated)	-7	4
COc1ccc(/C=C(/C(=O)c2ccc(Cl)cc2Cl)n2cncn2)cc1	-25	-3
COc1ccccc1C(=O)NCCC(=O)Nc1ccc(S(=O)(=O)Nc2ncccn2)cc1	-8	-2
O=C(NCC(c1ccco1)N1CCCCC1)C(c1ccccc1)c1ccccc1 (configuration not stated)	-6	12
CC(C)C(Cl)=NOC(=O)Nc1ccc(F)cc1	8	-2
COc1ccc(S(=O)(=O)N(CC(=O)N2CCN(C)CC2)C2CCCCC2)cc1OC	-8	-1
COc1ccc(OCC(=O)N2CCN(c3nnc(-c4ccccc4)c4ccccc34)CC2)cc1	-5	0
Cc1cc(C)c(C(=O)N2CCCC(CNS(=O)(=O)c3cccs3)C2)o1 (configuration not stated)	-2	0
O=C(O)C1C2OC(C(Br)C2Br)C1C(=O)O (configuration not stated)	-13	-7
CCc1nc(CNC(=O)C2CCC(=O)N(CCc3cccc(F)c3)C2)no1 (configuration not stated)	-3	-6
N#CCSc1nnc(Cc2cccc3ccccc23)n1C1CCCCC1	11	-13
Cc1ccsc1CN(C)CC(=O)NCC(=O)Nc1ccc(F)c(F)c1F	2	-4
CCn1c(=NC(=O)c2cccc(N3C(=O)CCC3=O)c2)sc2c(C)ccc(OC)c21	5	-9
Cc1cc(C)c2[nH]c(=O)c(CN(CC3CCCO3)C(=O)C3CCCO3)cc2c1 (configuration not stated)	10	-10
O=C(NCCn1cc(SCc2ccc(F)cc2)c2ccccc21)c1ccccc1F	6	-8
Cc1ccccc1NC(=S)N(Cc1cccnc1)Cc1ccccc1Cl	-8	-3
O=C(CN1CCc2ccccc2C1)Nc1ccccc1C(=O)NC1CC1	2	-7
O=C(NCCCN1CCN(CCCNC(=O)c2ccc(F)cc2)CC1)c1ccc(F)cc1	-2	11
O=S(=O)(CS(=O)(=O)c1ccc(Cl)cc1)c1ccc(Cl)cc1	-5	1
O=C(NNc1cc(N2CCCC2)nc(N2CCCC2)n1)c1ccc([N+](=O)[O-])cc1	6	4
COc1ccc(C(=O)N/N=C(\C)c2ccccn2)cc1OC	29	-18
Cc1ccc(CN2CCN(Cc3nc4c(s3)CCCC4)CC2CCO)cc1 (configuration not stated)	15	9
CC(C)CCNC(=O)Cc1csc(-c2ccccc2)n1	5	6
OCCN(CC#CC(O)(c1ccccc1)c1cccc(F)c1)CCO (configuration not stated)	-5	4
CCOc1cc(/C=C2/NC(=O)N(CC(=O)Nc3cccc(C)c3)C2=O)ccc1O	12	7
CCCCn1c(N)c(N(CC(C)C)C(=O)C2CCN(c3ncnc4sc(C)c(C)c34)CC2)c(=O)[nH]c1=O	17	-10
CCNC(=S)NC1CC2CCCC(C1)N2Cc1ccc(C)cc1 (configuration not stated)	8	-5
CC(=O)Nc1cccc(NC(=O)CSc2nnc(NC(=O)c3ccco3)s2)c1	-16	8
COc1ccc(/C=N/NC(=O)c2cccc([N+](=O)[O-])c2)cc1OS(=O)(=O)c1ccc(C)cc1	-32	-10
COc1cccc(Nc2cc(C)nc3nc(C)nn23)c1	-5	2
Cc1ccc2c(c1)c1c(n2CC(O)CN2CCCCC2C)CCCC1 (configuration not stated)	13	19
CCCN(CC(=O)Nc1ccc(F)c(F)c1F)C(=O)c1cc([N+](=O)[O-])ccc1N1CCOCC1	8	-1
O=C(O)c1ccc(/C=C2\SC(=S)N(Nc3ccccc3)C2=O)cc1	2	0
COc1ccc(O)c(CN2CC3CCC(CC3)C2)c1	9	-13
C#CCOCCOCCOCCNc1nc(N2CCN(C(=O)[C@H](CCCCN)n3cc(CN)nn3)CC2)nc(N2CCN(C(=O)[C@H](CCCN=C(N)N)n3cc(C(N)[C@H](C)CC)nn3)CC2)n1 (some centres not stated)	1	22
COc1cnc(-c2ccccc2)nc1Oc1ccc(Cl)cc1C	18	-5
CC12CCC(/C(=C/NNc3ccc([N+](=O)[O-])cc3[N+](=O)[O-])C1=O)C2(C)C (configuration not stated)	12	-5
CCN(CC)C(=O)C1CCN(c2ncnc3c2cnn3-c2ccc(C)cc2C)CC1	-9	-4
CC(C)Oc1ccc(CCC(=O)NNC(=O)CCC(=O)O)cc1	1	-2
Cc1ccc(OCC(=O)Nc2ccccc2C(=O)N2CCCC2)cc1	-6	-8
COc1ccc(S(=O)(=O)N2CCCCC2)cc1NC(=O)C1CC(=O)N(Cc2ccco2)C1 (configuration not stated)	-13	4
Cc1cc(C(=O)O)oc(=O)c1	0	4
COc1ccc(N2C[C@H](CSC)[C@@H](CC(=O)Nc3ccccc3)C2=O)cc1	66	-55
CCCNC(=O)c1cc(C2CCCCN2S(=O)(=O)Cc2cccc(C(F)(F)F)c2)on1 (configuration not stated)	-1	-2
COc1ccc(S(=O)(=O)N/N=C(/C)c2cccc(NC(=O)c3ccccc3Cl)c2)cc1	3	-13
O=C(/C=C/c1c(F)cccc1Cl)NCc1ccco1	-6	3
O=C(Nc1ccc([N+](=O)[O-])cc1)c1cncc(Br)c1	-3	5
COc1ccc2oc(C(=O)NCCN3CCOCC3)c(C)c2c1OC	10	-6
Cc1cc(C)c2c(N)c(C(=O)NNC(=O)c3ccccc3)sc2n1	-2	9
CCOc1ccc(Cc2nnc(SCC(=O)Nc3c(C)cccc3C)[nH]c2=O)cc1	7	4
c1cncc(-c2nnc(SCc3cccc4ccccc34)o2)c1	2	-2
COc1ccccc1CN1CN(S(=O)(=O)c2ccccc2)c2nc3ccccc3nc21	-4	-1

Reprinted from above, four compounds:
SMILES	H9c2 TAG inh	H9c2 TAG inh DAPI viability
Cc1cc(C)c2c(N)c(C(=O)NNC(=O)c3ccccc3)sc2n1	-2	9
CCOc1ccc(Cc2nnc(SCC(=O)Nc3c(C)cccc3C)[nH]c2=O)cc1	7	4
c1cncc(-c2nnc(SCc3cccc4ccccc34)o2)c1	2	-2
COc1ccccc1CN1CN(S(=O)(=O)c2ccccc2)c2nc3ccccc3nc21	-4	-1

Continuation.
SMILES	H9c2 TAG inh	H9c2 TAG inh DAPI viability
CC1(c2ccccc2)NC(=O)N(CC(=O)Nc2cc(Cl)ccc2N2CCOCC2)C1=O (configuration not stated)	-3	4
Cc1cccc(N2CC(O)(c3cccs3)[N+]3=C2CCCC3)c1 (configuration not stated)	-8	12
COc1cc(C(=O)NNC(=O)c2cc(-c3ccccc3)n[nH]2)cc(OC)c1C	-3	1
O=C(COC(=O)CNC(=O)c1cc(Cl)cc([N+](=O)[O-])c1)NC(=O)NCc1ccco1	-9	13
Cc1c(C(=O)NCc2ccc([N+](=O)[O-])cc2)sc(=O)n1Cc1ccc(-c2ccccc2)cc1	-2	5
COc1ccc(CN(CC(=O)NCC2CCCO2)C(=O)CCC(=O)Nc2cc(C)ccn2)cc1 (configuration not stated)	-4	10
O=c1c(-c2ccc(Br)cc2)coc2c(CN3CCOCC3)c(O)ccc12	-3	1
CCN1CCCC1CNC(=O)c1ccc(CS(=O)(=O)c2ccccc2C)o1 (configuration not stated)	-3	0
NS(=O)(=O)c1ccc(NC(=O)c2ccc(S(=O)(=O)N3CCCCCC3)cc2)cc1	14	11
O=C1CCCN1c1ccc(S(=O)(=O)Nc2cccnc2)cc1	-8	-11
Cc1cccc(-n2c(SCC(=O)Nc3nnc(C)s3)nnc2-c2ccoc2C)c1	-13	-1
COCCOC(=O)c1c(C)oc2ccc(OC(=O)c3ccc4c(c3)OCO4)cc12	-4	-12

Reprinted at random: 3 entries already listed, in no set order.
SMILES	H9c2 TAG inh	H9c2 TAG inh DAPI viability
Cc1c(C(=O)NCc2ccc([N+](=O)[O-])cc2)sc(=O)n1Cc1ccc(-c2ccccc2)cc1	-2	5
COCCOC(=O)c1c(C)oc2ccc(OC(=O)c3ccc4c(c3)OCO4)cc12	-4	-12
CC1(c2ccccc2)NC(=O)N(CC(=O)Nc2cc(Cl)ccc2N2CCOCC2)C1=O (configuration not stated)	-3	4

Other entries follow.
SMILES	H9c2 TAG inh	H9c2 TAG inh DAPI viability
COc1ccc(C(C(=O)NCC2CCCO2)N(C(=O)CNC(=O)c2cccs2)c2ccccc2)cc1OC (configuration not stated)	-7	-9
CC(OC(=O)c1ncc(Cl)c(Cl)c1Cl)C(=O)NC1CCCCC1C (configuration not stated)	6	-9
CC(=O)O[C@H]1C(=O)[C@]2(C)[C@H]([C@H](OC(=O)c3ccccc3)[C@]3(O)C[C@H](OC(=O)[C@H](O)[C@@H](NC(=O)c4ccccc4)c4ccccc4)C(C)=C1C3(C)C)[C@]1(OC(C)=O)CO[C@@H]1C[C@@H]2O	54*	-36*
Cc1cc(C(=O)COc2ccc3ccc(=O)oc3c2)c(C)n1Cc1cccs1	6	7
NC(=O)C1=C[C@H](c2coc3ccccc3c2=O)C[C@H](OCc2ccc(CO)cc2)O1	-20	1
CC1(C)CC(N2CCN(Cc3ccccc3)CC2)=CC(=[N+]2CCCCC2)C1	-13	-3
Cc1cc(OCC(=O)Nc2nnc(C3CC3)s2)ccc1Cl	3	-4
CCOC(=O)C(C)Sc1ccc2nnc(CCNS(=O)(=O)c3ccc(C)cc3)n2n1 (configuration not stated)	-7	-6
O=C(CCN1CCN(c2ccccn2)CC1)Nc1ccc(F)cc1	-5	0
O=C(Nc1cccc2oc(=O)ccc12)c1ccc([N+](=O)[O-])cc1[N+](=O)[O-]	-3	0
COCCn1c(N)c(N(Cc2ccccc2)C(=O)c2ccc(-c3ccc(Cl)cc3)o2)c(=O)[nH]c1=O	-8	-4
CC(C)(C)Sc1ccc(/C=N/O)cc1[N+](=O)[O-]	1	-13

Given as labelled records: part of the list above.
> COCC1CCN(C(=O)c2cc(COc3ccc(OC)cc3Cl)on2)C1 (configuration not stated)
  H9c2 TAG inh: -2 | H9c2 TAG inh DAPI viability: -3

> Cc1ccc(S(=O)(=O)N(CCC(=O)NCc2ccc(S(N)(=O)=O)cc2)c2ccccc2)cc1
  H9c2 TAG inh: 12 | H9c2 TAG inh DAPI viability: 1

(cont.)
SMILES	H9c2 TAG inh	H9c2 TAG inh DAPI viability
CCOC(=O)c1ccc(NC(=S)N2CCN(CCN=CC3=C(O)CC(c4ccccc4)CC3=O)CC2)cc1 (configuration not stated)	4	2
CCC1CCCCN1Cc1c(O)ccc2c(=O)c(-c3ccccc3OC)coc12 (configuration not stated)	-2	16
Cn1ncc(C(=O)Nc2ccc(Cl)cc2)c1C(F)(F)F	-6	6
C=C(C)C(=O)OCC(=O)NCc1ccccc1	6	-4
COCCN(C(=O)CSc1nnc(-c2cccc(OC)c2)n1C)c1c(N)n(Cc2ccccc2)c(=O)[nH]c1=O	2	-5
CCCn1c(SCC(=O)N2N=C3/C(=C/c4ccc(OC)cc4)CCCC3C2c2ccc(OC)cc2)n[nH]c1=O (configuration not stated)	-12	15
CCOC(=O)CN(C(=O)CSc1nnc2c(n1)[nH]c1ccc(F)cc12)c1ccccc1	-1	12
COc1cc2nc(C)sc2cc1SC	-7	-1
COc1ccc(NC(C)=O)cc1S(=O)(=O)Nc1cccc(S(=O)(=O)NC2=NCCC2)c1	0	-4
O=C(O)/C=C/c1ccc(S(=O)(=O)Nc2ccc(C(=O)NCC(=O)O)cc2)cc1	2	-5
COc1cc(C2Nc3cccc4cccc(c34)N2)ccc1OC(C)=O	13	3
CCOC(=O)N1CCN(C(=O)CSC2=NS(=O)(=O)c3cc(Cl)ccc3N2)CC1	-12	-1
CC/C(=N\NC(=O)CSCc1ccccc1Br)c1ccc2c(c1)OCCO2	7	-11
OC(c1cccc(F)c1)c1ncc(-c2ccc(Oc3ccccc3)cc2)[nH]1 (configuration not stated)	-11	7
